Screens from PubChem BioAssay.
NCI-60 one-dose screen, 48 h, at 10 µM unless noted. Numbers give growth in % (100 = growth as untreated, 0 = no growth, -100 = all killed).
SK-MEL-28: SK-MEL-28 melanoma; 81,000 tested, 4.1% active; AID 1794761
SK-MEL-5: SK-MEL-5 melanoma; 80,000 tested, 6.4% active; AID 1794755
SK-MEL-2: SK-MEL-2 melanoma | AID 1794763 | 77,000 tested, 4.7% active
UACC-257: UACC-257 melanoma; 78,000 tested, 4.4% active; AID 1794764
UACC-62: UACC-62 melanoma; 81,000 tested, 5.4% active
LOX IMVI: LOX IMVI melanoma | 79,000 tested, 7.4% active | AID 1794757
MDA-MB-435: MDA-MB-435 melanoma; 82,000 tested, 7.8% active; AID 1794794
MALME-3M: MALME-3M melanoma | 78,000 tested, 5.8% active
* hit, by the source's call; nt = no result given; & = joins results of further samples. Rule for the calls: active = growth percent below 10; inactive = the rest.

SMILES	SK-MEL-28	SK-MEL-5	SK-MEL-2	UACC-257	UACC-62	LOX IMVI	MDA-MB-435	MALME-3M
Cc1cc(NS(=O)(=O)c2ccc(NCc3coc4ccccc4c3=O)cc2)no1	115.0	103.3	91.5	105.5	93.0	nt	105.1	110.3
O=C(CSc1nc2ccccc2c(=O)n1-c1ccccc1)Nc1ccc(-c2nc3ccccc3[nH]2)cc1	102.0	99.3	120.5	107.4	96.0	101.8	106.7	93.8
Nc1cc(C(F)(F)F)cc(C(F)(F)F)c1	119.5	109.8	125.0	113.8	nt	95.8	112.6	90.7
Cc1cc(Cc2cc(C)c(N)cc2N)c(N)cc1N	111.7	91.9	96.7	85.3	95.5	87.3	106.4	95.2
Nc1cccc(/C=C/c2ccncc2)c1	127.8	106.4	106.2	115.8	97.2	100.3	98.8	97.8
O=C(O)CCCCSc1ncnc2nc[nH]c12	112.0	101.1	92.4	99.6	111.0	92.3	99.3	96.2
CCCC(=O)Oc1ccc(/C(=C(\C)c2ccc(Cl)cc2)c2ccc(OCCN(CC)CC)cc2)cc1	-69.8*	-99.7*	-74.4*	-62.2*	-42.2*	-98.0*	-85.9*	-77.5*
COc1ccc(C(=O)Nc2nc(-c3ccc(C)cc3)cs2)cc1	108.1	99.6	nt	94.8	104.5	nt	104.8	98.6
COc1c(NC=O)c2c(c([N+](=O)[O-])c1OC)C(=O)OC2	103.3&110.6	95.4&111.5	119.9&106.7	110.6&97.4	93.7&103.6	102.8	101.4&115.4	nt
O=C(Nc1ccc(F)cc1)c1cc(-c2ccc(F)cc2F)ccc1O	21.9	-63.9*	-8.4*	-20.7*	5.1*	5.0*	5.1*	-10.5*
CCOC(=O)[C@H](Cc1ccccc1)Nc1nc(N)nc(N(C)Cc2ccccc2)c1C=O	114.0	101.4	101.5	110.0	92.9	99.5	99.7	nt
CCN(CC)CCCC(Cc1ccccc1)Nc1c2ccc(Cl)cc2nc2ccc(OC)cc12 (configuration not stated)	-79.3*	-93.6*	7.9*	-40.8*	-61.2*	-67.8*	-66.5*	-78.3*
O=c1c2c3c(sc2n2c(=S)[nH]nc2n1Cc1ccccc1)CCCC3	117.0	103.5	105.0	105.1	99.2	97.4	106.8	114.4
COc1cc2cc3c(=O)n4c(cc5cc(Cl)ncc54)c(=O)n3c2cn1	111.1	100.8	95.8	92.0	101.9	99.5	108.4	151.0
C=C(C)[C@@H]1CC[C@]2(NC(=O)Nc3ccccn3)CC[C@]3(C)[C@H](CC[C@@H]4[C@@]5(C)CCC(=O)C(C)(C)[C@@H]5CC[C@]43C)[C@@H]12	99.9	88.5	93.7	88.8	75.6	86.9	94.5	90.8
COC12C=C/C(=C(/C(=O)OCc3ccncn3)C(=O)CCCCCCCCC3(OC)C=C/C(=C(/C(=O)OCc4ccncn4)C(=O)CCCCCCCC1)O3)O2	-19.2*	-88.1*	11.6	4.4*	-47.4*	-54.8*	-34.4*	-54.3*
N#CC1=C(N2CCOCC2)NC2c3ccccc3Sc3ccccc3N2C1=N (configuration not stated)	93.9	90.3	107.6	107.8	87.4	94.2	107.2	103.5
CC(=O)N1N=C(c2ccc(Cl)cc2)CC1c1ccc(C)s1 (configuration not stated)	106.2	87.0	87.7	97.5	68.3	86.6	93.7	nt
O=C(CBr)c1cc2ccccc2c2ccccc12	113.6	90.7	101.8	101.4	91.8	87.2	101.0	99.3
CC(=O)N1N=C(c2ccccc2)CC1c1nnc2n(Cc3ccccc3)c(=O)c3c4c(sc3n12)CCCC4 (configuration not stated)	123.1	93.9	92.8	97.9	104.1	102.5	124.1	93.9
COc1ccc(/C(=C\c2ccc3c(c2)OCO3)C(=O)Nc2nc3ccc(OC)cc3s2)cc1	106.3	99.7	85.8	110.0	91.1	93.2	101.9	86.9
CCn1c(Sc2nnc(NC(=O)CSC(=S)N3CCCC3)s2)nc2c1c(=O)n(C)c(=O)n2C	100.0	99.6	94.7	91.8	91.7	97.6	99.1	98.9
COc1ccc(C2CC(c3ccccc3)=NN2Cn2nnc3ccccc32)cc1 (configuration not stated)	119.4	95.0	101.6	102.2	90.3	104.5	98.1	85.0
Clc1ccc(/C=N\N2CCCCCC2)cc1	107.0&104.2	105.7&98.2	105.6&122.0	108.9&103.6	104.4&92.1	101.9	96.3&86.8	98.0
COc1cc(-c2cn(-c3ccc(Cl)cc3)c(=O)n2C(C)=O)cc(OC)c1OC	105.0	83.8	96.0	90.4	90.0	97.1	89.7	86.5
O=C(Nc1ncccc1OCc1cccc(F)c1)Nc1cccc2ccccc12	94.5	89.3	95.6	91.9	83.9	nt	74.9	99.3
COc1cc2c(c(OC)c1OC)C(=O)CC(c1cccc(C(=O)Nc3ccccc3)c1)O2 (configuration not stated)	104.0	84.3	88.5	88.6	77.0	93.9	93.7	95.8
O=C(/C=C/c1cccnc1Cl)c1ccccc1O	111.9	99.1	99.9	105.9	67.3	78.3	98.2	95.2
Cn1ccc2c3c(ccc21)C1c2ccccc2C3c2ccccc21	112.0	127.0	126.0	103.5	86.7	75.3	112.6	124.3
[O-][n+]1ccccc1C(O)CSc1ccccc1 (configuration not stated)	111.2	105.0	114.0	98.3	103.1	97.6	108.9	86.5
COc1nccc2c(-c3cccc(F)c3)nc(N)nc12	97.0	108.2	89.5	nt	101.1	101.3	117.5	114.8
Nc1ccc(C2=NNC(=O)Cc3cc4c(cc32)OCCO4)cc1Cl	56.4	29.8	36.8	72.7	38.0	39.0	-19.2*	40.9
Cc1ccc2c(c1)C(=O)N(Cc1ccc(S(N)(=O)=O)cc1)C2=O	113.2	104.4	80.9	103.1	105.8	93.7	nt	105.5
C=C(C)C(=O)OCC(CC)(COC(=O)C(=C)C)COC(=O)C(=C)C	100.9	101.0	123.4	98.8	98.2	87.3	97.5	87.9
COc1ccc(-c2nn(C(=O)NCCN3CC(C)OC(C)C3)cc2-c2ccncc2)cc1Cl (configuration not stated)	103.2	94.1	99.1	109.7	92.5	87.3	114.0	116.2
Cc1ccc2c(c1)c(-c1nc(-c3c[nH]c4ncccc34)cs1)cn2C	108.8	98.8	99.3	115.0	94.5	nt	96.5	nt
CC1=CC(C)=Nc2ccccc2N1	112.0	nt	106.3	107.7	104.1	97.3	105.8	96.3
Cc1ccc(Cc2cnc(NC(=O)c3ccc(/C=C4\SC(=S)N(C)C4=O)cc3)s2)cc1	42.1	19.4	25.6	30.4	25.1	34.3	-18.7*	25.2
Clc1ccc(/C=C/c2nn3c(-c4cccnc4)nnc3s2)cc1	97.4	97.7	nt	104.5	90.1	101.7	92.7	108.8
Cc1cc(C)c2cc3cccc[n+]3cc2c1	105.2	108.1	100.7	95.7	108.5	97.5	110.1	109.8
COc1cc(-c2nc(SC(C)C)nc(Nc3ccccc3Cl)c2C#N)cc(OC)c1OC	105.9	103.7	105.9	98.7	87.7	99.2	100.8	112.5
COc1c2c(cc3c1c(=O)c1ccccc1n3C)OCO2	100.8	92.4	nt	nt	102.0	100.8	92.0	93.1
Nc1ccccc1-c1ccc(Cl)cc1	105.2	34.5	31.8	96.4	50.3	19.8	86.6	nt
C=CCOC(=O)[C@@H]1CCCN1CC=C	105.4	99.8	114.4	99.7	99.6	100.6	105.8	nt
CCCCN1CCN(c2ccc3nc(-c4ccc5nc(-c6ccc(OC)c(OC)c6)[nH]c5c4)[nH]c3c2)CC1	-71.2*	-34.4*	-51.2*	-3.5*	-58.5*	-81.4*	-64.5*	-62.3*

Filtered by structure, the compounds so far with a cyano group
SMILES	SK-MEL-28	SK-MEL-5	SK-MEL-2	UACC-257	UACC-62	LOX IMVI	MDA-MB-435	MALME-3M
N#CC1=C(N2CCOCC2)NC2c3ccccc3Sc3ccccc3N2C1=N (configuration not stated)	93.9	90.3	107.6	107.8	87.4	94.2	107.2	103.5
COc1cc(-c2nc(SC(C)C)nc(Nc3ccccc3Cl)c2C#N)cc(OC)c1OC	105.9	103.7	105.9	98.7	87.7	99.2	100.8	112.5

Carrying on.
SMILES	SK-MEL-28	SK-MEL-5	SK-MEL-2	UACC-257	UACC-62	LOX IMVI	MDA-MB-435	MALME-3M
CN(C)c1ccc(C=Nc2n[nH]c(Nc3ccccc3)c2C#N)cc1	117.5	nt	111.3	129.6	102.9	112.3	103.3	118.1
Nc1ccc(-c2nn3c(CCC(=O)c4nc5ncccc5[nH]4)nnc3s2)c(O)c1	104.6	nt	100.3	100.9	92.9	85.2	97.2	93.0
COc1ccc(-c2cc(-c3nnc(SC/C(=N\O)c4ccccc4)n3-c3ccccc3)c3ccccc3n2)cc1	112.5	108.0	95.2	104.2	97.6	95.7	108.2	100.1
CC[C@]1(C#N)C(=O)C[C@H]2[C@H]1N(C(c1ccccc1)c1ccccc1)C(=O)C(=O)N2c1cccc(C2(C)OCC(C)(C)CO2)c1	108.4	103.0	109.7	104.5	89.6	93.2	106.6	100.9
NC(=S)NN=C1CCCCCCCCCC1	103.3	92.9	112.0	76.4	95.4	91.7	78.9	82.1
COc1ccc(C(=O)/C=C/c2ccc3c(c2)OC(F)(F)O3)cc1S(N)(=O)=O	116.7	104.8	118.9	92.7	105.8	103.2	108.6	93.8
Cc1cc(C)c(CCl)c(C)c1CCl	105.3	104.1	89.5	99.2	101.7	95.0	102.4	95.9
CCCCCCCCCCCC(=O)OC(C)C(=O)NCCCC (configuration not stated)	121.2	101.6	108.4	96.4	102.6	93.6	111.7	96.4
Cc1ccc(CSc2nc(-c3ccc(F)cc3)c(C#N)c(N3CCOCC3)n2)cc1	94.2	89.0	97.1	82.6	77.2	88.9	102.1	73.8
COC(CC(=O)O)CC(C)CC(C)(C)C (configuration not stated)	110.5	97.5	114.4	94.9	109.1	91.8	111.1	95.3
O=C(O)c1nccnc1C(=O)O	115.4	98.4	104.9	97.6	100.2	90.5	113.0	100.2
CC(C)(C)OC(=O)N1CCc2c(sc3ncnc(N/N=C/c4cccc5ccccc45)c23)C1	32.9	-57.2*	49.4	40.6	0.0*	13.1	-11.7*	49.9
CC(C)COC(=O)NC(C(=O)N(C(=O)NC1CCCCC1)C1CCCCC1)C(C)C (configuration not stated)	106.7	92.1	84.0	74.9	74.9	91.4	101.3	92.0
N#Cc1c(Nc2ccccc2)nn2cc(-c3nc4ccccc4s3)c(N)nc12	68.7	67.6	97.5	83.7	66.8	67.9	93.6	40.4
COc1cc(/C=C2/C=C(c3ccc(C(C)(C)C)cc3)N(CCc3ccc(S(N)(=O)=O)cc3)C2=O)cc(OC)c1OC	61.9	32.1	79.2	62.2	59.0	42.2	52.8	68.4
CS(C)(C)/C(Nc1ccccc1)=C(\C#N)C(=O)N/N=C/c1ccccc1	108.5	98.7	91.6	92.5	89.9	101.4	104.3	94.2
C(=C/c1ccccc1)/C=C/C=C/C=C/c1ccccc1	100.5	104.1	127.6	91.5	102.7	93.4	110.2	122.3
COc1c(O)cc2oc3cc(O[C@@H]4OC(C)[C@@H](O)[C@H](O)C4O)c(CC=C(C)C)c(O)c3c(=O)c2c1CC=C(C)C (some centres not stated)	104.7	91.0	90.5	104.4	96.9	89.3	97.9	102.7
CCCCCCCCCCCCCCCC(=O)Nc1ccn(C=C=CCO)c(=O)n1	98.4	99.0	118.4	106.0	89.8	76.7	100.6	87.7
Cc1noc(NS(=O)(=O)c2ccc(NC(=S)/N=C/C(C(=O)c3ccccc3)=C(\O)c3ccccc3)cc2)c1C	111.4	104.0	96.4	107.8	102.4	102.5	104.7	nt
Cc1[nH]c2ncnc(Nc3ccc(C(=O)Nc4cccc(Cl)c4)cc3)c2c1C	108.4	99.4	101.2	95.5	105.7	103.6	105.1	116.5
Cc1ccc2nc(NC(=O)CSc3nc(-c4ccccc4)c(C#N)c(C(C#N)C#N)n3)sc2c1	108.7	102.2	100.8	109.6	86.0	94.7	103.0	105.0
O=C(Cn1nnnc1N1CCCC(C2CCCCO2)C1)N1CCc2ccccc21 (configuration not stated)	100.9	97.5	104.7	99.2	96.9	nt	98.4	100.1
CC(=O)Nc1cccc(Oc2nc(NS(=O)(=O)c3ccccc3)nc(-c3ccc(C)cc3)c2C#N)c1	110.2	106.9	102.3	106.8	91.7	91.7	99.1	89.7
CN1CCN(c2ncnc3sc4c(c23)CCN(Cc2ccccc2)C4)CC1	102.6	nt	nt	101.0	93.8	106.1	104.1	103.0
O=C(/C=C/c1ccccc1)n1c(-c2ccc(O)cc2)nc2ccccc21	117.6	100.1	96.1	121.0	105.2	93.5	107.8	91.3
COc1ccc(C(C)=O)c(O)c1	95.3	94.4	129.8	108.3	88.2	nt	98.8	97.9
C#Cc1ccc(NC(=O)c2sc3nc4c(cc3c2N)CCCCCC4)cc1	104.9	57.6	93.5	90.9	74.0	84.4	87.0	93.7

Filtered by structure: those above containing an aryl thioether with sulfur outside any ring.
SMILES	SK-MEL-28	SK-MEL-5	SK-MEL-2	UACC-257	UACC-62	LOX IMVI	MDA-MB-435	MALME-3M
O=C(CSc1nc2ccccc2c(=O)n1-c1ccccc1)Nc1ccc(-c2nc3ccccc3[nH]2)cc1	102.0	99.3	120.5	107.4	96.0	101.8	106.7	93.8
O=C(O)CCCCSc1ncnc2nc[nH]c12	112.0	101.1	92.4	99.6	111.0	92.3	99.3	96.2
CCn1c(Sc2nnc(NC(=O)CSC(=S)N3CCCC3)s2)nc2c1c(=O)n(C)c(=O)n2C	100.0	99.6	94.7	91.8	91.7	97.6	99.1	98.9
[O-][n+]1ccccc1C(O)CSc1ccccc1 (configuration not stated)	111.2	105.0	114.0	98.3	103.1	97.6	108.9	86.5
COc1cc(-c2nc(SC(C)C)nc(Nc3ccccc3Cl)c2C#N)cc(OC)c1OC	105.9	103.7	105.9	98.7	87.7	99.2	100.8	112.5
COc1ccc(-c2cc(-c3nnc(SC/C(=N\O)c4ccccc4)n3-c3ccccc3)c3ccccc3n2)cc1	112.5	108.0	95.2	104.2	97.6	95.7	108.2	100.1
Cc1ccc(CSc2nc(-c3ccc(F)cc3)c(C#N)c(N3CCOCC3)n2)cc1	94.2	89.0	97.1	82.6	77.2	88.9	102.1	73.8
Cc1ccc2nc(NC(=O)CSc3nc(-c4ccccc4)c(C#N)c(C(C#N)C#N)n3)sc2c1	108.7	102.2	100.8	109.6	86.0	94.7	103.0	105.0
